Screens from PubChem.
aSyn yeast rescue = rescues yeast growth from alpha-synuclein toxicity; S. cerevisiae alpha-synuclein toxicity rescue, BacTiter-Glo growth, 24 h; Potency, µM (doses to about 46.1 µM), without a hit: at the top dose growth rescue (activation), usual class: activators; 94,000 compounds, 0.02% hits; AID 1347070; active = well fitted activation curve with a large enough effect; also: 0% is about no effect
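Growth restoration measured by BacTiter-Glo luminescence after 24 hr at 30 deg C; alpha-synuclein yeast, raffinose-pregrown to mid-log, were added at OD600=0.02 in galactose medium onto pinned compounds.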
An asterisk follows results filed as active; [ ] = another dose, or the depositor's remark. Potency is read from the fitted curve at half-maximal effect. Some of the compounds tested; count on the stated rates, not on these rows.

SMILES	aSyn yeast rescue
CCOC(=O)C1=C(COC(=O)c2ccccc2[N+](=O)[O-])NC(=O)NC1C (configuration not stated)	1%
Cc1ccccc1-c1noc(-c2ccc(NCC3CCCO3)c([N+](=O)[O-])c2)n1 (configuration not stated)	0%
CCOc1ccc(S(=O)(=O)N2CCCCC2)cc1NC(=O)C1CCC1	3%
CCOc1ccc(CCNC(=O)COC(=O)c2nn(C)c(=O)c3ccccc23)cc1OCC	3%
Cc1c(C(C)C)c(=O)n(-c2ccc(S(=O)(=O)NC(C)C)cc2)n1C	-4%
COc1ccccc1CN1CC(C(=O)NCC2(O)CCCCC2)CCC1=O (configuration not stated)	-3%
O=c1cnn(Cc2ccc(F)cc2)c2ccccc12	3%
O=C(NCc1ccc(F)cc1)C1CCN(C(=O)c2cnn(-c3ccccc3)c2-n2cccc2)CC1	1%

Another view of part of the listing above.
SMILES: CCOc1ccc(CCNC(=O)COC(=O)c2nn(C)c(=O)c3ccccc23)cc1OCC
- aSyn yeast rescue: 3%
SMILES: Cc1c(C(C)C)c(=O)n(-c2ccc(S(=O)(=O)NC(C)C)cc2)n1C
- aSyn yeast rescue: -4%
SMILES: COc1ccccc1CN1CC(C(=O)NCC2(O)CCCCC2)CCC1=O (configuration not stated)
- aSyn yeast rescue: -3%
SMILES: O=c1cnn(Cc2ccc(F)cc2)c2ccccc12
- aSyn yeast rescue: 3%

Continued.
SMILES	aSyn yeast rescue
Cc1ccc(-c2ccc(=O)n(CC(=O)Nc3ccc(F)c(Cl)c3)n2)cc1C	-2%
COCCn1c(C)cc(O)c(C(c2ccccc2)N2CCN(C)CC2)c1=O (configuration not stated)	-3%
Cc1ccc(NS(=O)(=O)c2cc(-c3cnc(C4CC4)o3)ccc2C)cc1Cl	5%
COc1ccc(N2C(=O)c3ccccc3C2=O)cc1	-4%
COc1cccc2sc(N3CCN(C(=O)CCS(=O)(=O)c4ccc(F)cc4)CC3)nc12	-3%
O=C(CSc1n[nH]c(=O)[nH]c1=O)Nc1ccc(C(=O)O)cc1	-2%
Cc1ccc(NC(=O)Nc2cccc(C)n2)cc1	-8%
Cc1nn(C)c2c1c(C(F)(F)F)cc(=O)n2CC(=O)N1CCCCC1	12%

More entries follow.
SMILES	aSyn yeast rescue
CCOC(=O)c1c(C)oc2nc(C)nc(N(CC(C)C)CC(C)C)c12	-26%
COc1ccc(Nc2ncnc3onc(C)c23)cc1Cl	-8%
Fc1ccc(Nc2c3c(nc4ccccc24)CCC3)cc1	6%
O=C(/C=C/c1ccc2c(c1)OCO2)Nc1ccc(Cl)cn1	-4%
O=C(c1ccc(S(=O)(=O)N2CCCC2)cc1)N(Cc1ccco1)C1CCS(=O)(=O)C1 (configuration not stated)	-8%
CCN(C(=O)C1CCCN(c2ncnc3c2nc2n3CCCCC2)C1)c1cccc(Cl)c1 (configuration not stated)	-32%[inhibitor]
COc1ccc(-c2noc(COc3ccc(C)cc3C)n2)cc1OC	7%
CCOC(=O)c1cc(-c2ccccc2)n(-c2cccc(C(=O)Nc3cccc(C(C)=O)c3)c2)c1C	2%

Further records:
SMILES	aSyn yeast rescue
Cc1cc(Nc2cccc(Cl)c2C)n2ncnc2n1	0%
O=C(COc1ccc(Cl)cc1)NCCCNC(=O)c1ccccn1	-2%
COc1ccc(C(=O)NCC(c2ccc(Cl)cc2)N2CCCCC2)cc1 (configuration not stated)	9%
Cc1cc(C)cc(-n2ccn(Cc3ccccc3C)c(=O)c2=O)c1	5%
CCc1cccc(NC2c3ccccc3C(=O)N2c2ccc(C)cn2)c1 (configuration not stated)	3%
COc1ccc(CNc2nc(SCc3ccc(Cl)cc3)nc3ccccc23)cc1	-42%[inhibitor]
COC(=O)c1ccc2c(=O)[nH]c(COC(=O)c3cccc(S(=O)(=O)N4CCOCC4)c3)nc2c1	-5%
COc1ccc(Cn2ccn(CC(=O)Nc3cc(C)ccc3C)c(=O)c2=O)cc1	3%

The list goes on:
SMILES	aSyn yeast rescue
CCCCNC(=O)c1cnc2c(-c3ccc(OCC)c(OCC)c3)c(C)nn2c1-c1ccccc1	-10%
C/C(=N\NC(=O)CNC(=O)c1ccco1)c1ccc(Br)cc1	4%
CC1=C(C(N)=O)C(c2ccc(C(C)C)cc2)n2nc(SCc3ccccc3)nc2N1 (configuration not stated)	-1%
O=C(NCc1ccco1)c1c(F)c(F)c(F)c(C(=O)NCc2ccco2)c1F	5%
Cc1ccc(Cl)cc1N1CCN(C(=O)Cc2csc(Nc3nc(=S)[nH]c4ccccc34)n2)CC1	16%
Cc1ccc(C)c(OCC(=O)NNC(=O)CSC(=S)N2CCCC2)c1	7%
COc1cccc(-c2nc(N3CCCC3)c3ccccc3n2)c1O	9%
CN(C(=O)Cn1cc(C(F)(F)F)ccc1=O)c1c(N)n(Cc2ccccc2)c(=O)[nH]c1=O	4%

Further structures:
SMILES	aSyn yeast rescue
N#CCC(=O)Nc1ccc(C(=O)Nc2cccc(S(N)(=O)=O)c2)cc1	8%
COc1ccc(Nc2ncc3c(n2)CCN(C(=O)OC(C)(C)C)C3)cc1	10%
Cc1ccc(NC(=O)c2cc(S(=O)(=O)N(C)C)ccc2N2CCCC2)cc1S(=O)(=O)N(C)C	8%
Cc1nn(CC#N)c(=O)n1-c1ccc(Cl)cc1	-1%
Cc1cccc(C)c1NC(=O)CSc1nc2ccccc2c2nc(CCc3c(C)n[nH]c3C)nn12	-2%
O=C(NCc1ccccc1)C(=O)Nc1c2c(nn1-c1ccc(F)cc1)CSC2	4%
COc1ccc(S(=O)(=O)N2CCOCC2)cc1NC(=O)c1ccc(OC(F)F)cc1	4%
COc1ccc(CC2(CO)CCN(Cc3ccncc3)CC2)cc1	1%

(next part)
SMILES	aSyn yeast rescue
Cc1ccc(C)c(N(CC(=O)NC2CCCC2)C(=O)CCC(=O)Nc2nccs2)c1	6%
CSc1ccc(CN2CCN(CC=C(C)C)C(CCO)C2)cc1 (configuration not stated)	8%
COc1ccc(-c2noc(-c3ccccc3OCC(=O)Nc3ccc(C(C)=O)cc3)n2)cc1	3%
CCOC(=O)C1CCN(C(=O)c2ccc3c(=O)n4c(nc3c2)CCCCC4)CC1	5%
CNC(=O)C[C@H]1C(=O)N(Cc2ccccc2)C[C@@H]1CSC	-3%
COc1ccc(-c2noc(N3CCC(C(=O)NC(C)c4ccccc4)CC3)n2)cc1 (configuration not stated)	2%
C#CCn1c(=NC(=O)c2ccc(Cl)s2)sc2cccc(OC)c21	-4%
CCCCc1nn2c(C)c(-c3ccc(OCC)cc3)nc2s1	-5%

Later entries
SMILES	aSyn yeast rescue
COc1ccccc1N1CCN(CCS(=O)(=O)c2cc(Cl)ccc2Cl)CC1	-7%
Cc1cccc(C(=O)Nc2sc3c(c2C(=O)N2CCCCC2)CCC(C)C3)c1 (configuration not stated)	-9%
COc1ccccc1OCCNC(=O)CCNS(=O)(=O)c1ccc(C)cc1	9%
COc1ccc(N2CCN(C(=O)c3ccc(F)cc3)CC2)c([N+](=O)[O-])c1	-1%
CCOc1ccc(C2C(C(=O)Nc3ccc(C)cc3C)=C(C)Nc3c(C(=O)Nc4ccc(C)cc4)cnn32)cc1OC (configuration not stated)	7%
CC(=O)OCc1cnc(C)c2oc(=O)c(C(=O)Nc3ccc(F)cc3C)cc12	2%
COc1ccc(Br)cc1CNC(=O)CN1C(=O)CSc2ccc(S(=O)(=O)N3CCOCC3)cc21	0%
CCC12CN3CCN(CC(C3)/C1=N\NC(=O)c1ccc(Cl)cc1)C2	-7%

Next records follow:
SMILES	aSyn yeast rescue
COc1ccc(OC)c2sc(NC(=O)c3ccc(S(=O)(=O)N(C)C)cc3)nc12	1%
COCCN(C(=O)COC(=O)c1ccc(Br)o1)c1c(N)n(Cc2ccccc2)c(=O)[nH]c1=O	2%
c1cnc2c(c1)ccc1cccnc12	-22%
Cc1cc(C)cc(NC(=O)Cc2csc(C)n2)c1	3%
COC(=O)c1cc(Cn2nc(C(=O)O)c3ccccc3c2=O)oc1C	7%
O=C(Cn1cc(C(=O)c2ccccc2)c(=O)c2cc3c(cc21)OCCO3)Nc1ccc(F)c(F)c1	-15%
O=C(NC1CCN(Cc2ccccc2)CC1)C1CCCN(c2nnc(-n3cccc3)s2)C1 (configuration not stated)	-9%
COc1cc(/C=N/Nc2nc3ccccc3s2)cc([N+](=O)[O-])c1O	1%

The last 4 compounds of the section above open the next one.
SMILES	aSyn yeast rescue
COC(=O)c1cc(Cn2nc(C(=O)O)c3ccccc3c2=O)oc1C	7%
O=C(Cn1cc(C(=O)c2ccccc2)c(=O)c2cc3c(cc21)OCCO3)Nc1ccc(F)c(F)c1	-15%
O=C(NC1CCN(Cc2ccccc2)CC1)C1CCCN(c2nnc(-n3cccc3)s2)C1 (configuration not stated)	-9%
COc1cc(/C=N/Nc2nc3ccccc3s2)cc([N+](=O)[O-])c1O	1%
O=C(COc1ccccc1)Nc1nnc(SCc2cc(=O)n3cc(Cl)ccc3n2)s1	2%
O=C(COc1ccc(S(=O)(=O)N2CCOCC2)cc1)NCCN1CCOCC1	4%
CCOc1ccc(S(=O)(=O)N2CCOCC2)cc1NC(=O)CN1C(=O)NC(C)(c2ccccc2)C1=O (configuration not stated)	2%
Cc1cccc(NC(=S)N/N=C(\c2ccccc2)C(C)C)c1	-27%
CCOc1ccc(NC(=O)NCCN2CCN(c3cccc(C)c3C)CC2)cc1	1%
Cc1ccc(CN2CCN(C3CCN(C(=O)Nc4ccc(C)cc4Cl)CC3)C(=O)C2=O)cc1	-4%
CCCN1C(=O)c2[nH]nc(-c3cccc(OC)c3)c2C1c1ccccn1 (configuration not stated)	2%
Cc1cccc(NC(=O)CSc2nc3n[nH]c(C)c3c(=N)n2-c2cccc(Cl)c2)c1	5%

Additional entries.
SMILES	aSyn yeast rescue
CN(C)CCN(C(=O)c1ccc(S(=O)(=O)N(C)c2ccccc2)cc1)c1nc2cc3c(cc2s1)OCCO3	-14%
COc1ccc(NC(=O)C(NC(=O)CC2NC(=O)NC2=O)c2ccccc2)cc1 (configuration not stated)	-2%
COc1ccccc1C(=O)N(NC(=O)Oc1ccccc1)C(C)(C)C	-1%
Cc1cccc(C)c1NC(=O)Cn1nnc(S(=O)(=O)c2ccccc2)c1N	-10%
N#Cc1ccccc1NC(=O)CSc1cn[nH]n1	-6%
C[C@H]1CN([C@@H](C)CO)C(=O)CCCn2nncc2CO[C@H]1CN(C)S(C)(=O)=O	6%
CCOc1ccccc1CNC(=O)C1CCN(c2nnc(C)c3c(C)n(-c4ccc(C)cc4)nc23)CC1	0%
CNCC(=O)N1CCN(c2ncc(C(F)(F)F)cc2Cl)CC1	5%

The results go on:
SMILES	aSyn yeast rescue
O=C(COc1ccc(Cl)cc1)NCCc1csc(-c2cccc(F)c2)n1	2%
CCC(=O)N1CCc2cc(Br)cc(S(=O)(=O)N3CCCC(C(=O)Nc4ccc(CC)cc4)C3)c21 (configuration not stated)	-8%
C/C(=N/NC(=O)CNC(=O)C(c1ccccc1)c1ccccc1)c1ccco1	3%
CCN(CC)CCNC(=O)Cn1ncc2c3ccccc3n(Cc3ccccc3C)c2c1=O	2%
CCc1ccc(S(=O)(=O)c2c[nH]c3cc(OC)c(OC)cc3c2=O)cc1	4%
COc1ccc2nc(NC(=O)c3cccs3)sc2c1	-25%
CCOCCCn1c(=N)c(C(=O)NC(C)c2ccccc2)cc2c(=O)n3cc(C)ccc3nc21 (configuration not stated)	-4%
Cn1nc(-c2ccccc2F)c2cc(C(=O)NCc3ccc(Cl)cc3)sc21	-2%

The listing continues:
SMILES	aSyn yeast rescue
COc1ccc(CNc2n[nH]c(-c3ccco3)n2)cc1OC	0%
Cc1cccc(NC(=O)CSc2ncc3c(n2)-c2ccccc2N(Cc2ccc(F)cc2)S3(=O)=O)c1C	2%
O=C(CSc1nc2c([nH]c3ccccc32)c(=O)n1-c1ccccc1)Nc1ccccc1C(F)(F)F	-4%
Cc1cccc(N2CCN(C(=O)c3cc(S(=O)(=O)N4CCCC4)cn3C)CC2)c1C	-5%
O=C(Cn1c(=O)n(Cc2ccc(F)cc2)c(=O)c2sc3ccccc3c21)NCc1ccccc1Cl	-9%
CCN(CC)c1ccc(/C=N/NC(=O)c2nnn(-c3nonc3N)c2CN(C)C2CCCCC2)cc1	-12%
CCOc1ccc(-c2cc(C(=O)N/N=C/c3ccc(O)cc3)c3ccccc3n2)cc1	7%
Cc1ccc(S(=O)(=O)N2CCC(C(=O)Nc3ccc(C)c(Cl)c3)CC2)cc1	-10%

The list continues.
SMILES	aSyn yeast rescue
CCS(=O)(=O)N1CC(=O)N(c2ccc(Cl)cc2)C(C)(C(=O)NC2CCCCCC2)C1 (configuration not stated)	-7%
Cc1ccc(Nc2nc(-c3ccccc3)c(CC(=O)O)s2)cc1	-15%
COc1cc(OC)cc(-c2cc(NC(C)=O)n[nH]2)c1	7%
FC(F)(F)c1cnc(C(c2ccccn2)c2ncn[nH]2)c(Cl)c1 (configuration not stated)	-6%
Cc1ccc(NC(=O)CN2C(=O)NC3(CCCC3)C2=O)nc1	-1%
CCCc1nnc(NC(=O)CSc2nc3ccccc3[nH]2)s1	-7%
CNC(=O)C1CN(C(=O)c2cccc(S(=O)(=O)N3CCc4ccccc43)c2)c2ccccc2O1 (configuration not stated)	-5%
CC1CCN(S(=O)(=O)c2ccc(NC(=O)Cc3ccc(S(=O)(=O)N4CCOCC4)s3)cc2)CC1	-4%
COc1ccc(Cn2c(CCC(=O)Nc3ccc(C)cc3)nc3cccnc32)cc1	-4%
CCOc1ccc(OCCC(=O)OCC(=O)Nc2cc(OCC)c(N3CCOCC3)cc2OCC)cc1	2%
